Screening results as filed in PubChem.
NPY2 pot ag = human NPY-Y2 potentiation or agonism, primary screen; P49146; cells expressing NPY-Y2, potentiator/agonist read-out; activation, % at 3.6 µM; 0.45% of 220,000 active; in the data active means activation above about 27%;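 further: cells stimulated with NPY near EC25 plus isoproterenol at EC100; 0% = vehicle plus submaximal agonist and 100% = vehicle plus saturating agonist; some results beyond the cut were filed as inactive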
Target sequence (P49146 whole entry, looked up): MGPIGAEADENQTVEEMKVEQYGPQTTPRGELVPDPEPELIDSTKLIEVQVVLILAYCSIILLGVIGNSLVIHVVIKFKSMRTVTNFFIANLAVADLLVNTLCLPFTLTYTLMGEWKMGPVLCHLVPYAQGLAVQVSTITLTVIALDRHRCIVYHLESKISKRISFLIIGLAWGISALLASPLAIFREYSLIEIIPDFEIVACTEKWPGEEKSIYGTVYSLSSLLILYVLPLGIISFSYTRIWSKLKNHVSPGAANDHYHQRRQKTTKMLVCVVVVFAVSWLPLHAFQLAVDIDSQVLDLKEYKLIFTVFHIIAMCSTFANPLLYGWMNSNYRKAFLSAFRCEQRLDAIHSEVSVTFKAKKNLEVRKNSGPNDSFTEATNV
NCF1 inh = inhibitors of human p47phox binding; 0.53% of 220,000 active; inhibition, % at 24.7 µM; p47phox/p22phox peptide binding, fluorescence polarization, 2 h;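 active means inhibition above about 30%, limit read from the data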;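 further: 0% = p47phox with labelled peptide and 100% = labelled peptide alone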
CHOP inh = inhibitors of CHOP induction in ER stress response; CHO-K1 CHOP-promoter luciferase, tunicamycin-induced, 15-18 h; inhibition, % at 10 µM; 3.8% of 220,000 active; AID 2732;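 active means compounds that reduced the stress-induced luciferase reporter signal by more than about 70% of percent inhibition, limit read from the data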;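 further: 0% = tunicamycin plus vehicle and 100% = wells without tunicamycin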
BaF3 tox = parental Ba/F3 viability inhibition as JAK2V617F counter-screen | 1.1% of 220,000 active | inhibition, % at 5.6 µM | CellTiter-Glo ATP luminescence;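 active means inhibition above a per-campaign cutoff, the mean inhibition of all tested compounds plus 3 SD, cut at about 27% in these data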;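 further: 0% = DMSO wells and 100% = JAK Inhibitor I control wells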
S1P4 antagonist = human S1P4 receptor antagonism; S1P4-expressing cells, antagonist mode, reporter read-out; inhibition, % at 4.98 µM; 0.26% of 220,000 active; in the data active means inhibition above about 29%;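 further: 0% = wells stimulated with agonist and 100% = vehicle wells without agonist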
NPY-Y1 PAM-ag = human NPY-Y1 potentiation or agonism, primary screen; P25929; NPY-Y1 expressing cells, potentiator/agonist activation; activation, % at 3.6 µM; 0.37% of 220,000 active; AID 1304; in the data active means activation above about 33%, passing the limit was not always enough;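 further: cells stimulated with NPY at EC10 then isoproterenol at EC100; 0% = low agonist plus stimulus and 100% = saturating agonist plus stimulus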
Target sequence (P25929 whole entry, looked up): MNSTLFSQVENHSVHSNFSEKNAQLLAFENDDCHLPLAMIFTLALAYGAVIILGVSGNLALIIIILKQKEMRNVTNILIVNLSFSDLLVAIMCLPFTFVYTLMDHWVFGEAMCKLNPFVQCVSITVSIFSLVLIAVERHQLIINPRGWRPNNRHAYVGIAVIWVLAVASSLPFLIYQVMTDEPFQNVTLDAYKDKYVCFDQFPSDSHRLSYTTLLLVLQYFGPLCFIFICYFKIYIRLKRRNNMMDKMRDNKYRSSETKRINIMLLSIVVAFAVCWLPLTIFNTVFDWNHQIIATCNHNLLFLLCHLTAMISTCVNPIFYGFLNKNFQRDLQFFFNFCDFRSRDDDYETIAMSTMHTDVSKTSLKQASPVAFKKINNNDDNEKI
NPY-Y1 antag = antagonists of human neuropeptide Y receptor Y1 | HEK293-CNG Y1 cells, membrane potential fluorescence; NPY at EC95, then isoproterenol | AID 1040 | 1% of 200,000 active | P25929 | inhibition, % at 3.6 µM;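 active means inhibition above the campaign mean inhibition of all tested compounds plus 3 SD, cut at about 20% in these data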;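 further: 0% = DMSO wells given NPY plus isoproterenol and 100% = isoproterenol alone without NPY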
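Test system – HEK293 Y1/CNG channel cell line · Also added – NPY agonist 25 nM, then isoproterenol 1 µM plus Ro 20-1724 25 µM · Compound dosing – one concentration, 3.6 µM, in 0.4% DMSO · Schedule – compound incubation 1 h at room temperature, readout 45 min post-stimulation · Technique – fluorescence, membrane potential probe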
S1P4 agonist = activates the human S1P4 receptor | 0.35% of 220,000 active | S1P4-expressing cell line, agonist reporter assay | O95977 | activation, % at 4.98 µM; in the data active means activation above about 11%;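 further: 0% = DMSO vehicle and 100% = reference agonist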
Ba/F3 V617F tox = loss of viability in JAK2V617F-driven Ba/F3 cells | Ba/F3 EpoR-JAK2V617F viability, ATP luminescence | inhibition, % at 5.6 µM | 1.1% of 220,000 active;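 active means inhibition above the campaign mean plus 3 SD over all tested compounds, cut at about 24% in these data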;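 further: cytokine-independent growth of Ba/F3 cells driven by EpoR plus mutant JAK2; 0% = DMSO-treated cells and 100% = JAK inhibitor I control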
An asterisk follows results filed as active; / = not tested or not shown.

SMILES	NPY2 pot ag	NCF1 inh	CHOP inh	BaF3 tox	S1P4 antagonist	NPY-Y1 PAM-ag	NPY-Y1 antag	S1P4 agonist	Ba/F3 V617F tox
COc1cccc(C(=O)c2c[nH]c(C(=O)NCc3cccs3)c2)c1	6	-15	33	0	-7	1	-3	0.6	-3
CCN(CC)S(=O)(=O)c1cccc(-c2n[nH]c(=S)n2Cc2ccccc2)c1	-12	-9	-18	5	16	21	4	-0.8	-1
O=C(NNc1nc2ccccc2s1)Nc1ccccc1	-1	-11	38	6	-19	1	5	-0.5	3
O=C(NCC1CCN(S(=O)(=O)c2ccccc2)CC1)Nc1ccc(F)cc1F	-9	-13	14	3	-9	2	/	0.5	-2
COc1ccc(NC(=O)CN(c2cc(C)cc(C)c2)S(=O)(=O)c2c(C)n[nH]c2C)cc1	5	8	43	10	-9	7	1	0.2	3
O=C(NCc1nnc(SCc2ccccc2)n1-c1ccc(F)cc1)C12CC3CC(CC(C3)C1)C2	-2	-7	49	2	-5	0	0	-1.3	-4
O=C(CCN1CCN(c2ccc(Cl)cc2)CC1)Nc1ccccc1F	-5	-3	28	6	-2	-4	0	0.2	4
CCc1ccc(CCC(=O)Nc2nc(CC(C)=O)ns2)o1	-1	-6	2	1	-9	-17	3	0.4	0
COc1ccc(NC(=O)Cn2nnc(-c3ccccc3NS(=O)(=O)c3ccccc3)n2)cc1	27	-27	69	6	-31	12	-4	0.9	0
CCN(CC)S(=O)(=O)c1ccc(N2CCN(S(=O)(=O)c3ccccc3C#N)CC2)nc1	7	-10	19	5	-8	20	0	0.3	0
CCOCCCn1c(=NC(=O)c2cccs2)c(C#N)cc2c(=O)n3ccccc3nc21	1	-12	-6	0	-30	2	/	15*	-2
Cc1[nH][nH]c(=O)c1C(c1ccc(-c2ccc(Cl)c(Cl)c2)o1)c1c(C)[nH][nH]c1=O	-8	-16	-26	3	-20	5	3	2.5	-1
COC(=O)CSc1nc(NC(C)=O)nc(C)c1Br	-7	-5	22	3	3	-4	1	0.1	3
Cc1ccc(-c2ccc(=O)n(CC(=O)NCc3ccc(F)cc3)n2)cc1	-20	-8	8	8	-27	-18	9	1.9	1
NS(=O)(=O)c1ccc(CNC(=S)NC2CCCC2)cc1	-1	-2	5	6	-4	2	2	1.2	-2

A different layout for some results above.
SMILES | NPY2 pot ag | NCF1 inh | CHOP inh | BaF3 tox | S1P4 antagonist | NPY-Y1 PAM-ag | NPY-Y1 antag | S1P4 agonist | Ba/F3 V617F tox
COc1cccc(C(=O)c2c[nH]c(C(=O)NCc3cccs3)c2)c1 | 6 | -15 | 33 | 0 | -7 | 1 | -3 | 0.6 | -3
CCN(CC)S(=O)(=O)c1cccc(-c2n[nH]c(=S)n2Cc2ccccc2)c1 | -12 | -9 | -18 | 5 | 16 | 21 | 4 | -0.8 | -1
O=C(NNc1nc2ccccc2s1)Nc1ccccc1 | -1 | -11 | 38 | 6 | -19 | 1 | 5 | -0.5 | 3

Next part:
SMILES	NPY2 pot ag	NCF1 inh	CHOP inh	BaF3 tox	S1P4 antagonist	NPY-Y1 PAM-ag	NPY-Y1 antag	S1P4 agonist	Ba/F3 V617F tox
O=[N+]([O-])c1cccnc1N1CCN(c2ccc(F)cc2)CC1	9	1	5	1	14	-3	0	-0.5	0
Cc1c(N2C(=O)/C(=C\C3CC=CCC3)SC2=S)c(=O)n(-c2ccccc2)n1C (stereo not given)	1	-21	13	-2	-3	14	6	0.2	-2
COc1ccc(-c2cc3c(=O)n(CC(=O)NC4CCN(Cc5ccccc5)CC4)ncn3n2)cc1	-12	3	43	6	-9	-13	-1	0.9	5
CCOc1ccccc1C(=O)N(Cc1cccs1)C1CCS(=O)(=O)C1 (stereo not given)	10	-10	-13	4	-15	-6	10	0.2	-1
CCOc1cc(/C=N/NC(=O)c2cc(-c3cccnc3)nc3ccccc23)ccc1O	-1	4	13	4	3	-4	-6	1.3	-1
COCC(=O)/C=C1\Sc2ccccc2N1C	-1	-21	31	1	-4	-10	-5	1.1	-2
OCCC1CN(C2CSCCSC2)CCN1Cc1ccccc1 (stereo not given)	-34	2	-4	6	-8	1	1	-2.0	8
COc1cccc(C(=O)N2N=C(c3cccc(OC)c3)CC2(O)C(F)(F)F)c1 (stereo not given)	-16	-9	68	0	-10	-6	2	0.2	-3
Cc1cc(C)c2nc(-c3ccccn3)cc(C(=O)Nc3cc(C)on3)c2c1	-1	-25	101*	2	-1	-35	0	2.0	-3
Cc1nnc2sc(-c3ccc(NC(=O)CSc4ccc(Cl)cc4)cc3)nn12	7	-17	17	2	0	13	0	-0.9	0
Cc1c(NS(=O)(=O)c2ccc(Br)s2)c(=O)n(-c2ccccc2)n1C	-4	-7	-1	3	-11	-17	2	0.0	2
O=C(O)CCn1[nH]c(=O)c2ccccc2c1=O	14	-7	-4	0	-17	-16	1	1.7	-1
O=C(CCN1CCCCC1c1cccnc1)NCc1ccccc1 (stereo not given)	-17	-13	0	1	-7	1	-1	-2.1	2
CC(=O)CSc1ncnc2c1cnn2-c1ccccc1	0	-2	4	2	-31	-3	1	-1.0	3
CC(C)(C)c1nnc(NC(=O)Cc2ccccc2[N+](=O)[O-])s1	10	-4	19	8	-10	6	-1	1.0	-1
O=C(C1=C(O)C(=O)N(CCCN2CCOCC2)C1c1ccccn1)c1cc2ccccc2o1 (stereo not given)	-3	-10	32	7	-9	-4	3	1.1	0
COC(=O)c1c(C)[nH]c(C(=O)OCC(=O)NC(C)(C)C)c1C	4	-2	-25	7	0	2	-1	2.1	2
COc1cc2cc(CN(CCCN3CCOCC3)C(=O)Nc3ccccc3F)c(=O)[nH]c2cc1OC	-1	5	9	8	6	-5	-2	-0.1	5
Cc1ccc(C(=O)N/N=C\c2ccc(Br)o2)o1	2	1	-11	5	14	12	1	1.0	-2
CCN(CC)c1ccc(CN(C(=O)c2ccco2)C2CCS(=O)(=O)C2)cc1 (stereo not given)	-3	-4	20	4	9	-9	3	1.3	3
Cc1ccc(-c2noc(CCC(=O)NCCc3ccccc3Cl)n2)cc1	-11	-8	68	3	-14	-38	4	1.6	-3
COc1cc(/C=N/NC(=O)c2cccnc2)ccc1OCC(=O)Nc1ccccc1Cl	9	-5	32	8	-5	3	3	0.5	2
COCCCNC(=O)c1ccc(Cn2c(=O)c3ccccc3n(CC(=O)NCc3ccco3)c2=O)cc1	-4	-10	20	3	-9	0	-1	0.2	-3
CCSc1ccccc1C(=O)NCc1cccnc1	-3	0	-6	7	-12	11	-1	2.9	3
O=C(CC1C(=O)NCCN1CC1CCCCC1)NCc1ccc(Cl)cc1 (stereo not given)	4	-3	37	6	3	-7	5	-1.2	1
c1ccc(-c2cc(-c3ccncc3)nc3ccc4ccccc4c23)cc1	2	-15	89*	3	4	6	-3	-0.8	-2
Cc1[nH]nc2c1C1(CCOCC1)C(C#N)=C(N)O2	8	-5	30	1	-16	4	7	1.9	-4
COCc1c(Br)c(C)nc(OCC(=O)N/N=C/c2ccc(C)o2)c1C#N	6	0	31	3	2	14	2	0.4	3
COc1ccc(C(=O)Nc2cccc(C(=O)N3CCN(C)CC3)c2)cc1	9	2	1	-2	-1	3	-7	1.2	-3
Cn1cccc1Cc1nnc(SCC(=O)N2CCN(c3ccccc3)CC2)n1-c1ccc(F)cc1	-10	-6	23	2	-3	1	-6	0.5	-2
O=C(N/C(=C/C=C/c1ccccc1)C(=O)N1CCOCC1)c1ccccc1Br	-1	-2	-26	-2	9	8	6	0.8	-1
Cc1ccc(S(=O)(=O)Cn2nnnc2C(c2ccccn2)N2CCN(c3ccccc3)CC2)cc1 (stereo not given)	2	-15	36	1	-19	11	2	-1.9	-5
O=C(NC(=S)Nc1ccc(Oc2ccccc2)cc1)c1ccc(Cl)cc1	-6	1	59	2	3	-34	20*	-2.7	-3
C=CCNC(=O)C1CC(=O)N(c2ccc(OCC(=O)Nc3cccc(OC)c3)cc2)C1 (stereo not given)	-3	-10	10	0	0	-1	6	-2.2	3
O=C1OCCC1Sc1nnc(-c2ccc(Cl)cc2Cl)o1 (stereo not given)	-21	9	27	-2	0	16	/	1.9	2
COC(Cn1c(-c2cccc(S(=O)(=O)N(C)C)c2)n[nH]c1=S)OC	0	6	7	5	-4	10	3	1.2	0
COc1ccc(C)cc1NC(=O)N1CCCc2ccccc21	-19	-8	18	4	-19	1	8	0.9	-2
COc1ccc(CC(NC(C)=O)C(=O)N2CCN(C(=O)Nc3cccc(F)c3)CC2)cc1OC (stereo not given)	7	2	-20	4	-6	16	2	0.7	2
CCOC(=O)COc1ccc2cc(C(=O)OCC)c(=O)oc2c1	8	2	17	3	15	-1	-2	0.6	0
C#CCSc1nnc(-c2ccc(O)cc2)o1	-12	-10	-23	4	-13	7	-2	-1.4	2
CCc1ccccc1S(=O)(=O)Cc1ccc(C(=O)NCc2ccc3c(c2)OCO3)o1	13	-16	87*	7	-2	7	-1	-1.0	-1
CC(C)CCNC(=O)CNC(=O)c1cccs1	3	-10	7	5	-7	11	3	-0.1	-2
O=C(O)c1cc2c([nH]c1=O)CCCC2	-12	/	/	4	-1	21	-5	-0.3	0
CCC(c1nc2ccccc2c(=O)n1-c1nc2ccccc2s1)N1C(=O)c2ccccc2C1=O (stereo not given)	9	-3	24	0	1	25	1	1.9	-2
O=C(c1ccccc1)c1ccc(O)cc1O	-36	4	16	9	-1	-5	-1	4.4	5
Cn1cc(C(=O)CCl)c2ccccc21	0	4	88*	2	1	6	1	1.0	-2
CCOC(=O)c1sc(NC(C)=O)nc1C	-8	0	25	0	3	4	4	-3.1	-6
Cc1cc(SCC2=NNC(=O)C2)c(Cl)cc1Cl	23	-13	-6	1	0	22	/	1.4	1
CCOC(=O)c1c(C)[nH]c(C)c1C(=O)COC(=O)c1cccc(C)c1O	2	0	33	8	-5	-26	-1	0.7	4
Cc1cc(C)c(NC(=O)c2ccccc2N(C)S(C)(=O)=O)c(C)c1	2	-5	-171	4	-17	-12	2	0.9	-3
Cn1nc(C(F)(F)F)c2cc(C(=O)Nc3ccc(F)c(Cl)c3)sc21	-59	-20	21	-3	3	-12	/	-0.5	-2
COc1ccc(CNCC(O)COc2ccc(C)cc2[N+](=O)[O-])cc1 (stereo not given)	-27	0	31	-1	-5	10	/	-1.0	4
Cc1oc(-c2ccc(Cl)cc2)nc1CN1CCCC(C(=O)NCc2ccco2)C1 (stereo not given)	-7	-13	57	2	19	-6	2	0.1	1
CC(=O)Oc1ccc(-c2ccc(C(=O)Nc3cccc(S(=O)(=O)N4CCOCC4)c3)cc2)cc1	11	-25	17	5	-10	13	0	1.1	4
O=C(C[n+]1cc(-c2ccc(Cl)cc2)n2c1CCC2)Nc1nc(-c2ccc(F)cc2)cs1	-3	0	21	1	13	0	/	-1.8	4
COc1cc(C(=O)N/N=C(\C)Cn2nc([N+](=O)[O-])cc2C)ccc1O	10	-8	18	10	-6	-10	3	-0.7	1
Cc1c(NC(=O)CSc2ccccn2)c(=O)n(-c2ccccc2)n1C	-4	-8	53	2	-11	-3	0	0.0	1
Cc1ccc(NCN2C(=O)C3C4CCC(C4)C3C2=O)cc1 (stereo not given)	-5	1	34	7	8	-1	2	2.1	5
Cc1cccc(NC(=S)NCC23C=CC(O2)C2C(=O)N(c4ccc(Cl)cc4)C(=O)C23)c1 (stereo not given)	13	-19	20	4	-18	-18	-4	0.5	-3
CC(c1ccccc1F)n1cc(C(=O)NCCCn2ccnc2)nn1 (stereo not given)	20	-9	-2	0	10	26	5	0.0	-7
Oc1ccccc1Oc1ncc(Br)c(N2CCOCC2)n1	12	0	31	2	-12	15	-2	0.6	-6
O=C(CCNS(=O)(=O)c1ccc(Br)s1)Nc1ccc(Cl)cc1	13	-14	9	4	1	8	3	-2.4	-1
